# Kir21 block = inhibitors of mouse Kir2.1 inward-rectifier potassium channel. Inward rectifier potassium channel 2 (Mus musculus), P35561. HEK293-Kir2.1, FluxOR thallium flux fluorescence; stronger effect = lower value. B-score at 10 µM. 310,000 compounds, 0.85% hits. AID 1672, 2009;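 active = fluorescence ratio B-score at or below minus 3 SD of library scores, with starting-brightness B-score within 2 SD, cut at about -4.2 in these data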;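 also: channel flux triggered by added potassium and thallium sulfate stimulus; B-score of peak minus minimum fluorescence over baseline after thallium stimulus; more negative B-score means stronger Kir2.1 block with less thallium influx; some compounds called inactive have numbers as strong as hits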
# Target sequence (P35561 whole entry, looked up): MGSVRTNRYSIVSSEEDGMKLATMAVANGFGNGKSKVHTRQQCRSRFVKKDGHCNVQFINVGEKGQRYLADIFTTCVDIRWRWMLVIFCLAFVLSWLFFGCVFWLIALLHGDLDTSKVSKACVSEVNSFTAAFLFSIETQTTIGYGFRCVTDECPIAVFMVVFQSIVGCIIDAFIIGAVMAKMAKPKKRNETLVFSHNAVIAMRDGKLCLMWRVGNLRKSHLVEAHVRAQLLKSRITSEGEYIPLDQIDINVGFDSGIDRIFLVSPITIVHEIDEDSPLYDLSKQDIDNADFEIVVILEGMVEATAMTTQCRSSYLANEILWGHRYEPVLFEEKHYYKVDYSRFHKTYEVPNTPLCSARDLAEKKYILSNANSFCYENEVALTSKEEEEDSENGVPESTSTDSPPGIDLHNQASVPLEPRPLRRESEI
# KCNQ2 inh = KCNQ2 potassium channel inhibitors, primary screen, cell-based, CHO-K1, FluxOR thallium flux, B-score (AID 2156). 20 min; stronger effect = lower value. B-score at 10 µM. 310,000 compounds, 1.1% hits. Potassium voltage-gated channel subfamily KQT member 2 (Rattus norvegicus), O88943;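 active = fluorescence ratio B-score at most minus 3 library SDs, with starting brightness B-score within 2 library SDs, cut at about -5.5 in these data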
# Numbers without * were called inactive; i = inactive.
Kir21 block | KCNQ2 inh | Compound
0.01 | i | COc1cc(/C=C2\C(=N)N3N=C(S(C)(=O)=O)SC3=NC2=O)ccc1OCCOc1ccc(C)cc1
0.38 | i | Cc1noc(/C=C/N(C)C)c1S(=O)(=O)N1CCCC(C(=O)N2CCCCC2)C1 (stereo unspecified)
0.83 | i | CCOc1ccc(C(=O)NCc2ccncc2)cc1OCC
0.4 | i | COc1ccc(C(C(=O)NC2CCCC2)N(C(=O)CNC(=O)c2ccco2)c2cccnc2)cc1 (stereo unspecified)
0.09 | i | Cc1cccc(N2CC(C(=O)Nc3nnc(SCC(=O)Nc4cc(C)on4)s3)CC2=O)c1 (stereo unspecified)
0.31 | i | COc1ccc(Cl)cc1NC(=O)CCN1C(=O)C2C3CCC(C3)C2C1=O (stereo unspecified)
0.24 | i | O=C(c1ccco1)N1CCC(c2nc(-c3ccccc3Cl)no2)CC1
1 | i | O=C(CCN1C(=O)CSC1=O)Nc1ccccc1
0.81 | i | CCOC(=O)c1[nH]c2ccc(OC)cc2c1NC(=O)CCN1CCSCC1
0 | i | N#Cc1cc2c(nc1SCC1COc3ccccc3O1)CCC2 (stereo unspecified)
-1.5 | i | COc1ccc(-c2nnc(SCC(=O)NC(=O)NCc3ccccc3)o2)cc1
1 | i | COC(C(=O)Nc1ccnn1C1CCN(Cc2ccc(Cl)s2)CC1)c1ccccc1 (stereo unspecified)
-2.5 | i | CCOc1ccc2[nH]c3c(NCCc4ccc(OC)c(OC)c4)ncnc3c2c1
0.31 | i | O=C(Cc1ccc(S(=O)(=O)N2CCOCC2)s1)Nc1ccccc1N1CCOCC1
-1.2 | i | Cc1ccnc(NS(=O)(=O)c2ccc(NC(=O)c3ccc(S(=O)(=O)N4CCCC4)cc3)cc2)n1
-0.77 | i | CC1=C(C)CC(C(=O)NC2CCCC2)C(C(=O)O)C1 (stereo unspecified)
-1.6 | i | CCOC(=O)c1cc2c(=O)n3ccccc3nc2n(CCCOC)c1=NC(=O)c1ccncc1
0.22 | i | CCn1c(C)nc2cc(C(=O)NNC(=S)Nc3ccc(F)cc3)ccc21
-1.1 | i | COc1ccc(Cl)cc1-c1nc(SCC(=O)N(C)C)n[nH]1
0.57 | i | CS(=O)(=O)Nc1ccccc1NS(C)(=O)=O
-0.04 | i | Cc1ccc(N(CC(=O)NC(C)c2ccccc2)S(=O)(=O)c2c(C)noc2C)cc1 (stereo unspecified)
0.87 | i | CCOC(=O)CC(=O)CSc1nc2c(cc1C#N)CCCCCC2
-0.21 | i | COc1ccccc1N1CCN(C(=O)CSc2ccc3c(C)cc(C)nc3n2)CC1
0.83 | i | CCC(C(=O)NCc1ccco1)N(C(=O)CNS(=O)(=O)c1ccccc1)c1ccccc1C (stereo unspecified)
0.4 | i | Cc1cc(C)c(NC(=O)CSc2nc3[nH]ncc3c(=O)[nH]2)c(C)c1
0.46 | i | CCc1ccc(N/C(SC)=C(/C#N)C(N)=O)cc1
1.4 | i | Cc1ccc(N(C(C)C(=O)Nc2c(C)n(C)n(-c3ccccc3)c2=O)S(C)(=O)=O)cc1C (stereo unspecified)
-2.5 | i | Cc1cccc(N2CC3=C(C2=O)C(c2ccccc2)NC(=O)N3C)c1 (stereo unspecified)
-1.2 | i | O=C(O)c1ccc(-c2nnc(-c3cccc(Br)c3)o2)cc1
0.68 | i | COc1cccc(NC(=O)c2cc([N+](=O)[O-])ccc2NCc2cccnc2)c1
1.5 | i | O=C(Nc1ccccc1C(=O)O)c1ccc(Br)c(S(=O)(=O)NCc2ccccc2)c1
0.72 | i | O=C(OCCNC(=O)c1cc2ccccc2oc1=O)c1cccnc1
0.5 | i | O=C(O)CSc1nnc(CNc2ccc(Cl)cc2)n1Cc1ccccc1
0 | i | COc1ccc(C2N=C(N)N=C(N)N2c2ccccc2OC)cc1OC (stereo unspecified)
-0.75 | i | COc1cc(OC)cc(-c2nnc(Sc3ccc(C=O)cc3[N+](=O)[O-])o2)c1
-0.26 | i | O=C(CN1CCN(c2ccccc2F)CC1)Nc1ccccc1F
0.16 | i | Cc1ccc(S(=O)(=O)N2CCOCC2)cc1NC(=O)Cn1ccsc1=N
-0.5 | i | CSc1ccccc1NC(=O)Cn1c([N+](=O)[O-])cnc1C
3.2 | i | O=C(/C=C\c1ccccc1[N+](=O)[O-])Nc1ccccc1
0.01 | i | COC(=O)c1sc(N2C(=O)C(=O)/C(=C(/O)c3ccccc3)C2c2ccco2)nc1C (stereo unspecified)
-0.88 | i | Cc1cccc(N=C2NC(=O)/C(=C/c3cccn3C)S2)c1
0.21 | i | Cc1ccc(S(=O)(=O)N(C)C)cc1NC(=S)NNC(=O)C(N)=O
1.1 | i | Cc1sc2nc(N3CCOCC3)[nH]c(=O)c2c1-c1ccccc1
-1.2 | i | Cc1cc(C)c(S(=O)(=O)NCC(c2ccc3c(c2)OCO3)N2CCOCC2)c(C)c1 (stereo unspecified)
0.51 | i | Cc1nc(NC(=O)CSc2nc(N)cc(N)n2)sc1C
-0.28 | i | Cc1c(C)n(CC(O)CNCCO)c2ccccc12 (stereo unspecified)
-0.21 | i | O=C1c2ccccc2C2NC(=O)C3(CCCCC3)N12 (stereo unspecified)
-2.4 | i | Cc1ccccc1Nc1nc2ccccc2s1
-1.4 | i | O=C(c1cccc(Cl)c1)N1CCCC(c2ccc(Cl)cc2)=N1
0.08 | i | Nn1c(SCC(=O)NC(=O)Nc2ccc3c(c2)OCCO3)nnc1C1CC1
-0.52 | i | Cc1cc(OCCCN2CCN(Cc3ccccc3)CC2)ccc1[N+](=O)[O-]
1.1 | i | CC(=O)OCC(=O)NCC(=O)c1c[nH]c2ccccc12
1.9 | i | CC(=O)c1ccc(NC(=O)C2CCCN(S(=O)(=O)c3c(C)[nH]c(=O)[nH]c3=O)C2)cc1 (stereo unspecified)
0 | i | COc1ccccc1NC(=O)C(=O)N1CCCC1
-0.17 | i | Cc1cc(F)c(F)c(C(=O)N2C(C)CCCC2C)c1Cl (stereo unspecified)
0.1 | i | COc1ccccc1C(=O)COC(=O)CNS(=O)(=O)c1ccc(C)c(C)c1

# Carrying on.
Kir21 block | KCNQ2 inh | Compound
-1.3 | i | CC(C)C(c1nnnn1C1CCCCC1)N1CCCc2ccccc21 (stereo unspecified)
0.71 | i | CCOc1ccccc1NC(=O)CN(C)S(=O)(=O)c1ccc2[nH]c(=O)oc2c1
0.86 | i | CCOc1ccccc1OCCCCOc1ccccc1F
-0.09 | i | Cc1ccc(NN2C(=O)C=C(c3ccc(Cl)cc3)C2=O)cc1
0.08 | i | O=C(CN1CCN(S(=O)(=O)c2ccc(F)cc2)CC1)Nc1ccc(Cl)cn1
-0.24 | i | COc1ccc(S(=O)(=O)N2CCN(C(=O)c3cc(C)oc3C)CC2)cc1
-0.36 | i | CCOc1cc(N2CCOCC2)c(OCC)cc1NC(=O)COC(=O)c1ccccc1C
0.12 | i | O=C(c1ccc2c(=O)n3c(nc2c1)CCCCC3)N1CCN(c2ccccc2F)CC1
-0.47 | i | CCOC(=O)C1CCCN(CCC(=O)Nc2cccc(F)c2)C1 (stereo unspecified)
-0.47 | i | COc1ccc(C(=O)c2c[nH]cc2-c2ccccc2)cc1
0.57 | i | COc1ccc(/C=N/N2CCOCC2)cc1COc1ccc(F)cc1
-3.3 | i | Cc1ccc(O)c(-c2cc3ccccc3[nH]2)c1
-0.61 | i | Cc1cccc(S(=O)(=O)Nc2ccc(-c3nc4ccc(C)cc4s3)cc2)c1
-0.02 | i | CCCCC[n+]1ccn(C2=C([O-])c3ccccc3C(=O)/C2=N\S(=O)(=O)c2ccc(Br)cc2)c1
0.96 | i | COC(=O)c1ccc(N2NC(=O)/C(=C/c3ccc(-c4ccc(Cl)c(C(=O)O)c4)o3)C2=O)cc1
-1.3 | i | COc1ccc(C=O)cc1CN1CCCN(Cc2ccc(Cl)cc2)S1(=O)=O
0.02 | i | CC1CCN(c2ccc3nnc(CCC(=O)NCc4ccco4)n3n2)CC1
0.98 | i | Cc1ccc(N(C(C)C(=O)Nc2ccccc2C(=O)N2CCOCC2)S(C)(=O)=O)cc1C (stereo unspecified)
1.4 | i | CCOC(=O)c1cc(OC(=O)c2cccc([N+](=O)[O-])c2)n(-c2ccccc2)n1
-2.6 | i | Cc1ccccc1NC(=S)N(CCc1c(C)[nH]c2ccc(F)cc12)Cc1ccncc1
0.59 | i | COc1ccc(C(=O)NCC(c2ccc3c(c2)OCO3)N2CCN(c3ccc(OC)cc3)CC2)cc1 (stereo unspecified)
-2.4 | i | CC[C@H](C)[C@H](NC(N)=O)C(=O)NCCc1ccc(Cl)cc1
-0.73 | i | Nc1nc(Sc2ccc(C(F)(F)F)cc2[N+](=O)[O-])n[nH]1
1.1 | i | CC(C)Oc1cccc(C(=O)NC(=S)Nc2ccc(N3CCN(C)CC3)cc2)c1

# Structures listed so far with a thiophene ring, fused or not, in the order listed:
Kir21 block | KCNQ2 inh | Compound
1 | i | COC(C(=O)Nc1ccnn1C1CCN(Cc2ccc(Cl)s2)CC1)c1ccccc1 (stereo unspecified)
0.31 | i | O=C(Cc1ccc(S(=O)(=O)N2CCOCC2)s1)Nc1ccccc1N1CCOCC1
1.1 | i | Cc1sc2nc(N3CCOCC3)[nH]c(=O)c2c1-c1ccccc1

# Entries of single compounds, looked up by structure. Order of values: Kir21 block, KCNQ2 inh
# CCOC(=O)c1cc(OC(=O)c2cccc([N+](=O)[O-])c2)n(-c2ccccc2)n1 across the screens: 1.4, i
# COc1ccc(C(=O)NCC(c2ccc3c(c2)OCO3)N2CCN(c3ccc(OC)cc3)CC2)cc1 (stereo unspecified) across the screens: 0.59, i

# Next structures.
Kir21 block | KCNQ2 inh | Compound
-0.22 | i | Cc1cccc(C)c1NC(=O)CNC(=O)Cc1ccccc1[N+](=O)[O-]
2.2 | i | Cc1ccccc1-c1nc(CN2CCCC2c2ccc(F)cc2)c(C)o1 (stereo unspecified)
0.4 | i | NC(=O)c1ccccc1NC(=S)NC(=O)CCc1ccccc1
-0.43 | i | COCC(C)NCc1cccc(C)c1 (stereo unspecified)
-0.67 | i | N#Cc1cccc(CSc2nnc(CCCO)n2-c2ccccc2)c1
0.59 | i | O=C(CN1CCCCC1)Nc1nc(-c2ccccc2)cs1
-0.01 | i | CCOC(=O)c1cc(C)n(Cc2ccccc2)c1C
-2.4 | i | C=CCn1c(SCC(=O)Nc2ccc3c(c2)OCO3)nnc1-c1ccccc1

# Ordered by count of non-hydrogen atoms (largest number first): part of the list above.
Kir21 block | KCNQ2 inh | Compound
-0.67 | i | N#Cc1cccc(CSc2nnc(CCCO)n2-c2ccccc2)c1
0.59 | i | O=C(CN1CCCCC1)Nc1nc(-c2ccccc2)cs1
-0.01 | i | CCOC(=O)c1cc(C)n(Cc2ccccc2)c1C

# Next part.
Kir21 block | KCNQ2 inh | Compound
0.74 | i | CCCN1/C(=C(/C#N)C2=NS(=O)(=O)c3ccccc32)N(C)c2ccccc21
2 | i | FC(F)(F)c1nnc2sc(-c3ccco3)nn12
2.2 | i | CCOC(=O)c1ccccc1NC(=O)COC(=O)C1CC(=O)N(CCc2ccccc2)C1 (stereo unspecified)
0.93 | i | Cn1c(N)c(C(=O)COC(=O)c2nc(Cl)ccc2Cl)c(=O)n(C)c1=O
-0.56 | i | CC(=O)c1ccc(N2CCN(S(=O)(=O)c3c(C(=O)N4CCCCC4)c(C)n(C)c3C)CC2)cc1
-0.16 | i | C[C@@H](Nc1nc(-c2ccccc2)nc2c1oc1ccccc12)C(=O)O
-0.13 | i | Cc1ccc2[nH]c3nc(N/N=C/c4cccc(O)c4)nnc3c2c1
3.8 | i | COc1ccc(S(=O)(=O)N(CCC(=O)O)Cc2ccccc2)cc1
1 | i | COc1ccccc1C(=O)NC(=S)NC12CC3CC(CC(C3)C1)C2
0.71 | i | CCOc1ccc(CNC(=O)CCCN2C(=O)C(c3ccccc3)Oc3cccnc32)cc1 (stereo unspecified)
-0.95 | i | CCn1cc(S(=O)(=O)c2ccc(Cl)cc2)c(=O)c2cc(OC)ccc21
0.21 | i | O=C(CCCCCN1C(=O)c2ccccc2C1=O)NCCc1nc2ccccc2[nH]1
-0.39 | i | Cc1ccsc1C(=O)OCC(=O)N(C)c1c(N)n(Cc2ccccc2)c(=O)[nH]c1=O
1.3 | i | CN(CCC#N)c1ccc(/C=C(\C#N)c2ccccn2)cc1
0.38 | i | COc1cc(C)c(Cl)cc1S(=O)(=O)NCCCN1CCOCC1
-0.03 | i | Cc1ccsc1C1C(C#N)=C(N)Oc2n[nH]c(C)c21 (stereo unspecified)
2.1 | i | CCC(CC)N=C1NS(=O)(=O)c2cc([N+](=O)[O-])ccc21
-0.74 | i | NC(=O)COC(=O)c1ccccc1Oc1ccccc1
-1.2 | i | Cc1cc(Br)c(OCc2ccc(C(=O)N/N=C3\CC4CC=CC34)cc2)c(Br)c1 (stereo unspecified)
-0.46 | i | CCOC(=O)N1CCC(NC(=O)CC2C(=O)NCCN2Cc2ccccc2)CC1 (stereo unspecified)
0.03 | i | O=C(c1ccco1)N1CCN(C(=O)C2CCCN(S(=O)(=O)c3cccc4nsnc34)C2)CC1 (stereo unspecified)
-1.7 | i | COc1cccc(CN(CC(=O)NC2CCCCC2)C(=O)c2csnn2)c1
0.48 | i | CCN(CC)CCNC(=O)c1nn(-c2ccc(C)cc2)c(=O)c2c1c1ccccc1n2C
-3.4 | i | C=CCn1c(SCc2ccc3nonc3c2)nnc1-c1cccs1
0.05 | i | O=C(NC1CCCCCC1)c1ccc(=O)n(Cc2ccccc2)n1
0.96 | i | CC1CCCCN1CCNC(=O)CN1C(=O)COc2ccccc21 (stereo unspecified)
0.47 | i | C/C(=N/Nc1ccnc2cc(Cl)ccc12)c1ccc(N)cc1
1.2 | i | Cc1cc(NC(=O)c2ccc(F)cc2)n(-c2ccccc2)n1
